Source: PubChem BioAssay (National Center for Advancing Translational Sciences (NCATS))
PI5P4Ka inh: blocks human PI5P4K alpha kinase activity; P48426; PI5P4Kalpha enzyme, ADP-Glo luminescence, 60 min; active compounds read low; max response, %; actives 1.2% (n = 330,000); AID 652105; active means max response of -50% or lower; inconclusive means between -30% and -50%; inactive means -30% or higher; further: value at the top dose of about 77 µM; on the % scale 0 is the no-effect control and ±100 the full control effect
Target sequence (P48426 whole entry, looked up): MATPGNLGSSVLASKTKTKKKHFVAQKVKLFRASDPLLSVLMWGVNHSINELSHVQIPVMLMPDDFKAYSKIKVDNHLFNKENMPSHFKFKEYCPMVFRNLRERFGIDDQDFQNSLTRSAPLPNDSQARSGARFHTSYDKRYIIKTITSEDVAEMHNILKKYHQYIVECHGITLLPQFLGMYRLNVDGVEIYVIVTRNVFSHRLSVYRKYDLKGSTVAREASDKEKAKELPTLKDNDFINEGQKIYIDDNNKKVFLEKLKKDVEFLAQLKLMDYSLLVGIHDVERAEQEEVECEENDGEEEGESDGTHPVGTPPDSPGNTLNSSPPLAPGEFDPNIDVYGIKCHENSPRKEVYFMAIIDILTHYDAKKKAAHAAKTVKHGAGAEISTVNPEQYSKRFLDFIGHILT
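Single end-point luminescence (ADP-Glo) quantified ADP from PI5P4Kalpha turnover; ATP 5 microM final, 1 h at RT, 0.1% CHAPS and 0.28 mM EGTA in HEPES pH 7.4.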
Abeta yeast res: A-beta toxicity reversal in yeast. actives 0.063% (n = 410,000). Potency, µM (series often up to 46.1 µM), without a hit: at the top dose growth rescue, most hits filed as activators. yeast expressing A-beta42, growth rescue, OD600, 48 h; response scale: 0% DMSO, 100% iron-clioquinol control; further: potency means the concentration at half of the fitted maximal effect; nearly all actives have a fitted effect of over 55% in size
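Yeast A-beta toxicity model in growth medium with pinned compounds, 48 h at 30 C; growth read as absorbance at 600 nm. Normalized to FeCl3/clioquinol equimolar mix (positive) and DMSO (negative).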
FUS suppressor: FUS proteinopathy suppression in yeast | S. cerevisiae FUS-expressing, growth rescue, OD600, 24 h | actives 0.24% (n = 390,000) | Potency, µM (titrated, usually from 76.6 µM), for inactives: top-dose growth rescue (activation), most hits filed as activators | AID 1347120;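 further: potency means the concentration at half of the fitted maximal effect; plate controls were DMSO vehicle for no effect and reference control for full effect; nearly all actives have a fitted effect of over 55% in size; some results filed as inactive show a strong effect at the top dose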
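Cultures pregrown in 2.5% raffinose medium are shifted to minimal medium containing 2% galactose to express toxic FUS. Compounds are tested at several concentrations. After 24hr at 30C, growth is quantified at 600 nm absorbance.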
IL2 activator: IL-2 activation | IL-2 activation reporter assay, cell-based qHTS; stimulated with anti-CD3/CD4/CD28 beads; in transgenic mouse T cells | activation, % (series mostly up to about 46 µM) | actives 0.065% (n = 360,000) | AID 652025; in the data active means activation above about 50%; inconclusive means mostly about 30% to 49%; further: 0% is about no effect
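Readout is EGFP and DsRed signal by fluorescent plate cytometry after 18 h at 37 degrees C. Transgenic mouse T cells (750/well) received compound for 60 min before bead stimulation (anti-CD3, anti-CD4, anti-CD28); memory T cells served as non-tolerant control.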
EPAC1 antag: EPAC1 (human) antagonism | EPAC1 GEF assay, Rap1b-BODIPY-GDP exchange fluorescence | Potency, µM (highest dose often 115 µM), inactives show at the top dose activity change, negative = inhibition, hits mostly inhibitors | actives 0.14% (n = 360,000);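 further: potency means the concentration at half of the fitted maximal effect; plate controls were vehicle for no effect and positive control for full effect; nearly all actives have a fitted effect of over 50% in size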
PLK1 PBD inh: blocks phosphopeptide binding to human PLK1 polo-box domain. Plk1 PBD binding of FITC phosphopeptide, fluorescence polarization. Potency, µM, without a hit: max response, negative = inhibition, usual class: inhibitors. actives 2.8% (n = 360,000); further: potency means the concentration at half of the fitted maximal effect; series mostly up to about 57 µM; on the % scale 0 is the no-effect control and ±100 the full control effect; nearly all actives have a fitted effect of over 65% in size
Target sequence (P53350 whole entry, looked up, the tested form may be a part): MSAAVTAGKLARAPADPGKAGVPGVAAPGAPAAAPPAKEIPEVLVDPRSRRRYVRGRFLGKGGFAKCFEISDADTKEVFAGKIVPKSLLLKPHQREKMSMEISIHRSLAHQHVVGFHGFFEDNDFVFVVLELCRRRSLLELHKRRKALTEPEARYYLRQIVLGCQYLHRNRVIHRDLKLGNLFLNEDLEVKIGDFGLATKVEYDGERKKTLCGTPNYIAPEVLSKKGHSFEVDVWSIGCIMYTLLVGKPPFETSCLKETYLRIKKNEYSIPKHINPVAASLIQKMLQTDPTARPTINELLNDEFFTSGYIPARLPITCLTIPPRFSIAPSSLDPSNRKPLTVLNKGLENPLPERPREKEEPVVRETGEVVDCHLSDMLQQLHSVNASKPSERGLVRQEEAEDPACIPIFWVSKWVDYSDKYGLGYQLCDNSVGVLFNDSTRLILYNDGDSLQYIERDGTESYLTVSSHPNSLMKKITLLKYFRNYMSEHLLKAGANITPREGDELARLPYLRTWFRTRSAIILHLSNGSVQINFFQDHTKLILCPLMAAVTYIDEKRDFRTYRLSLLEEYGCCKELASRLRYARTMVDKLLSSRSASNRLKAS
WRN inhibitor: WRN helicase (human) inhibition; actives 0.46% (n = 360,000); Potency, µM (highest dose often 114 µM), for inactives: top-dose activity change, negative = inhibition, actives largely listed as inhibitors; WRN helicase unwinding, fluorescent forked duplex, kinetic; AID 651768; further: potency means the concentration at half of the fitted maximal effect; on the % scale 0 is the no-effect control and ±100 the full control effect; nearly all actives have a fitted effect of over 55% in size
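Enzyme (20 nM final) and test compound sit together 15 min at room temperature before substrate addition. Substrate is a single-forked duplex oligonucleotide (100 nM) labelled with fluorophore and quencher, with 2 mM ATP; helicase unwinding raises red fluorescence, read kinetically.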
EPAC1 agonist: EPAC1 (human) agonism | O95398 | EPAC1 agonist qHTS, biochemical assay; response scale: 100% = response to 6.5 mM cAMP | Potency, µM (highest dose often 154 µM), for inactives: at the top dose activation, usual class: activators | actives 0.073% (n = 360,000) | AID 720707; further: potency means the concentration at half of the fitted maximal effect; nearly all actives have a fitted effect of over 60% in size
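Nucleotide exchange by EPAC1 (100 nM) on Rap1B–BODIPY-GDP (250 nM) in the presence of 50 uM GDP is tracked fluorescently at 480/540 nm over 30 min. Signals are normalized to a 6.5 mM cAMP control.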
Numbers without * were called inactive; ? = inconclusive; / = no result given; [ ] = remark or other dose. Unless noted, the call rests on the fitted dose curve; in most records, active means well fitted curve in the direction sought with a large enough effect; inconclusive means small, poorly fitted or top-dose-only effect, or another doubt; inactive means no such curve, though single readings can be large; an effect the other way counts as inactive or inconclusive.

SMILES	PI5P4Ka inh	Abeta yeast res	FUS suppressor	IL2 activator	EPAC1 antag	PLK1 PBD inh	WRN inhibitor	EPAC1 agonist
Cc1n[nH]c(C)c1S(=O)(=O)N1CCN(S(=O)(=O)c2ccccc2C#N)CC1	-4	-15%	-21%	0.2	1%	2%	1%	-3%
CCN(CC(=O)NCc1cccs1)C(=O)Cc1ccc(C)c(C)c1	-2	5%	-1%	-0.1	-23%	-11%	11%	7%
O=C(Nc1ccc(S(=O)(=O)NCc2ccccc2)cc1)C1CCCCC1	4	16%	0%	-3.0	18%	0%	-23%	-2%
Cc1ccc(S(=O)(=O)N(C)C)cc1NC(=O)COC(=O)c1ccc2c(c1)OCO2	6	12%	/	-0.5	-15%	-28%	-21%	4%
O=C(NCc1ccccc1)C12CC3CC(CC(Br)(C3)C1)C2	6	15%	-11%	-0.1	-3%	-2%	1%	-1%
COc1ccc(/C=C2/SC(=S)N(CCCC(=O)Nc3cccc(O)c3)C2=O)cc1	1	4%	?	-1.0	-15%	-9%	-2%	22%
CC1CCN(C(=O)COC(=O)c2cc(=O)[nH]c3ccccc23)CC1	1	-4%	-38%	1.1	3%	-2%	4%	-4%
COc1ccc(C(=O)NCCN2C(=O)S/C(=C\c3cccnc3)C2=O)c(OC)c1OC	-3	1%	/	-0.5	4%	-7%	-16%	6%
Cc1ccc(-c2csc3ncn(/N=C/N(C)C)c(=O)c23)o1	3	-12%	6%	0.2	14%	-7%	5%	-1%
COc1ccc(N2CCN(C(=O)CNC(=O)Cc3ccc(Cl)cc3)CC2)cc1	-6	-9%	/	-2.2	4%	3%	?	3%
CC(=O)Nc1ccc(C(=O)NNC(=O)c2ccc(Cl)cc2)cc1	-2	3%	-17%	0.0	-9%	3%	-8%	19%
CCC(=O)N1CCN(c2ccccc2NC(=O)COc2ccc(C(C)C)cc2)CC1	4	-16%	?	-6.2	-1%	-4%	2%	1%
CCOc1cccc(=O)c2c(C)n(Cc3ccco3)c(C)c12	-1	-7%	-6%	-1.5	7%	-1%	14%	-2%
O=S(=O)(Nc1ccc2c(c1)OCCO2)c1cccc2nsnc12	1	-10%	/	-1.0	-30%	-11%	-19%	5%
COc1cccc(-c2csc(N3CCN(C(=S)Nc4ccccc4)CC3)n2)c1	/	9%	-16%	-1.6	18%	0%	-4%[57.1 µM]	15%
OC(COCc1ccccc1)Cn1cnc2ccccc21 (stereo not given)	/	8%	24%	0.9	1%	-9%	-13%	6%
CC(C)[C@H](N)C(=O)NC[C@H]1O[C@@H](n2cnc3c(N)ncnc32)[C@H](O)[C@@H]1O	3	-6%	-12%	-0.4	-26%	-7%	5%	-12%
CC(NC(N)=O)C(=O)OCC(=O)c1ccc(-c2ccccc2)cc1 (stereo not given)	-12	2%	-13%	0.4	-5%	0%	1%	6%
O=C(CNCC1(N2CCOCC2)CCCCC1)Nc1ccc(Cl)cc1	5	-2%	7%	4.4	-11%	-5%	21%	2%
C(=N\Nc1nc2ccccc2[nH]1)/c1ccccn1	-7	-60%[inhibitor]	-9%	-3.8	?	-2%	2%	-9%
CC1(C)CC(=O)C(C2C3=C(CC(C)(C)CC3=O)Oc3c(Br)cc(Br)cc32)=C(O)C1 (stereo not given)	0	-76%[inhibitor]	-15%	3.3	12%	-8%	-7%	-6%
Cn1c(=O)oc2cc(S(=O)(=O)Nc3ccccc3F)ccc21	-6	-18%	18%	-1.9	-22%	6%	7%	-10%
COc1cccc(NC(=O)C2CC(=O)N/C(=N/NC(=O)c3ccc(C)cc3)S2)c1 (stereo not given)	-4	13%	-13%	-0.4	13%	2%	-9%	-2%
Cc1cc2nc3n(c2cc1C)CC1CC(C(=O)NCCC(C)C)N(C)C31 (stereo not given)	-1	1%	5%	0.2	-3%	4%	8%	1%
CC(NC(=O)Cn1cccc1)c1ccccc1 (stereo not given)	-8	1%	13%	-0.1	-5%	-4%	-4%	-7%
Nc1ccc2c(c1)C(=O)c1ccc(Br)cc1-2	10	-17%	14%	0.3	-5%	-1%	-14%	4%
O=C(c1cccnc1)N1N=C(C2CC2)CC1(O)C(F)(F)F (stereo not given)	2	-5%	3%	-4.1	0%	-19%	-5%	-5%
COc1cc(C(=O)N=c2sc3ccccc3n2C)cc(OC)c1OC	-1	-2%	-7%	-0.1	-21%	?	10%	-13%
COCCN(CCOC)C(=O)CSc1ccc(S(=O)(=O)N2CCN(C)CC2)cn1	-1	-6%	1%	-0.4	-22%	-2%	-6%	2%
c1cnc2c(Oc3ncnc4sccc34)cccc2c1	-2	6%	-32%	2.9	-10%	-7%	1%	-1%
NC(=O)/C=C/C(=O)Nc1ccc(Cl)cc1	?	-52%[inhibitor]	15%	-1.9	-16%	-9%	4%	7%
O=C1CC(c2ccccc2)CC(=O)C1Sc1ccc(Cl)cc1 (stereo not given)	-14	-4%	/	-5.2	-8%	21µM*	-30%	-5%
COc1cc(NC(=O)CSc2nnc3n2C(C)(C)Cc2ccccc2-3)cc(OC)c1	1	13%	3%	-0.9	-4%	-1%	-17%	-5%
COC(=O)c1ccc(OCC2NCCc3cc(OC)c(OC)cc32)cc1 (stereo not given)	7	/	0%	-0.4	-4%	-5%	-1%	2%
CC(=O)c1cccc(-n2nnnc2SCC(=O)Nc2cccc(NC(=O)c3ccco3)c2)c1	3	5%	14%	-1.9	-26%	-13%	2%	2%
NNC(=O)c1cnn(-c2ccccc2)c1-n1cccc1	0	4%	18%	-0.2	12%	-6%	5%	0%
CC(C(=O)Nc1ccc(S(=O)(=O)N2CCCC2)cc1)N(C)Cc1ccc(F)cc1 (stereo not given)	6	7%	3%	-0.1	-10%	5%	-9%	5%
O=C(COC(=O)c1cccc(O)c1)NC(=O)Cc1ccccc1	-4	-1%	0%	-3.1	-7%	-5%	3%	12%
CCOC(=O)CN1C(=N)N(c2nc(NC(C)C)nc(NC(C)C)n2)CC1=O	/	-16%	25%	-0.6	6%	-8%	0%	-1%
COc1ccc2oc(=O)c(C(=O)Nc3ccccc3C)cc2c1	-24	2%	-2%	-3.7	-11%	-25%	-1%	-18%
COc1cccc(C2NC(=O)NC(C)=C2C(=O)Nc2cccc(C)c2C)c1 (stereo not given)	1	-8%	15%	-3.2	8%	-11%	2%	-1%
CC1CCc2cc(F)ccc2N1C(=O)c1cc2nc(-c3ccco3)cc(C(F)(F)F)n2n1 (stereo not given)	-10	7%	15%	2.6	-13%	-6%	-11%	2%
OC(CNCCc1ccc(Cl)cc1)COc1cc(Cl)ccc1Cl (stereo not given)	19	6%	14%	-2.7	6%	1%	-1%	4%
CCCC(CCC)C(=O)NC1CCN(Cc2ccccc2)CC1	1	-7%	6%	-0.2	0%	-1%	-2%	1%
Cc1cccnc1NC(=O)CNC(=O)C12CC3CC(CC(C3)C1)C2	8	1%	0%	-3.0	8%	-4%	4%	5%
Cn1c(Cc2ccccc2)nnc1SCC(=O)c1cccs1	0	-17%	15%	-0.4	6%	0%	-5%	2%
O=C(CSc1nnc2scc(-c3ccccc3)n12)NCc1ccc2c(c1)OCO2	6	12%	?	-0.6	-4%	-8%	-4%	14%
Cc1ccc(S(=O)(=O)CC(=O)c2ccc3c(c2)OCCO3)cc1	8	7%	-2%	-0.5	-10%	-12%	-6%	12%

2 entries picked at random from the list so far, as already listed:
SMILES	PI5P4Ka inh	Abeta yeast res	FUS suppressor	IL2 activator	EPAC1 antag	PLK1 PBD inh	WRN inhibitor	EPAC1 agonist
Cc1ccc(S(=O)(=O)CC(=O)c2ccc3c(c2)OCCO3)cc1	8	7%	-2%	-0.5	-10%	-12%	-6%	12%
O=C(CSc1nnc2scc(-c3ccccc3)n12)NCc1ccc2c(c1)OCO2	6	12%	?	-0.6	-4%	-8%	-4%	14%

Exported in CSV form: part of the list above.
compound,PI5P4Ka inh,Abeta yeast res,FUS suppressor,IL2 activator,EPAC1 antag,PLK1 PBD inh,WRN inhibitor,EPAC1 agonist
O=C(COC(=O)c1cccc(O)c1)NC(=O)Cc1ccccc1,-4,-1%,0%,-3.1,-7%,-5%,3%,12%
CCOC(=O)CN1C(=N)N(c2nc(NC(C)C)nc(NC(C)C)n2)CC1=O,/,-16%,25%,-0.6,6%,-8%,0%,-1%
COc1ccc2oc(=O)c(C(=O)Nc3ccccc3C)cc2c1,-24,2%,-2%,-3.7,-11%,-25%,-1%,-18%
COc1cccc(C2NC(=O)NC(C)=C2C(=O)Nc2cccc(C)c2C)c1 (stereo not given),1,-8%,15%,-3.2,8%,-11%,2%,-1%

Following part:
SMILES	PI5P4Ka inh	Abeta yeast res	FUS suppressor	IL2 activator	EPAC1 antag	PLK1 PBD inh	WRN inhibitor	EPAC1 agonist
C/C(CC(=O)Nc1cccc(Cl)c1Cl)=N\NC(=O)c1ccccc1Br	-5	-1%	?	2.8	5%	-24%	-10%	6%
CC1(C)C(=O)C2(CCCCC2)C(=O)OC1c1cccc([N+](=O)[O-])c1 (stereo not given)	7	6%	5%	-0.5	4%	-3%	3%	-10%
Nc1nonc1-c1noc(N2CCOCC2)n1	0	13%	-4%	0.6	-11%	-13%	-4%	6%
CCc1ccccc1NC(=O)Cn1nnc(-c2cccnc2)n1	/	-3%	22%	-2.9	12%	-1%	13%	-3%
CCCOc1ccc(N2C(=O)CC(N3CCN(CCN=CC4=C(O)CC(C)(C)CC4=O)CC3)C2=O)cc1 (stereo not given)	2	-21%	7%	5.4	10%	-1%	-15%	0%
CCn1nc(CC(=O)O)c2ccccc2c1=O	5	-3%	1%	0.3	-10%	-12%	0%	1%
O=C(COc1ccccc1)NCc1ccccc1	/	-4%	-7%	-1.4	16%	-1%	-3%	-4%
COc1ccc(N2CCN(C(=O)c3ccc4c(c3)NC(=O)C(CSCc3ccccc3F)N4)CC2)cc1 (stereo not given)	?	-14%	?	-2.1	-15%	?	-14%	11%
O=C(NCc1ccccc1)c1ccc(CSc2ccccc2)o1	7	26%	11%	-2.4	-1%	-12%	-7%	12%
COc1ccccc1NC(=O)COC(=O)C12CC3CC(CC(Cl)(C3)C1)C2	4	?	10%	-0.3	-15%	4%	-17%	3%
O=C(C(O)c1ccc(Br)cc1)N1CCC(Nc2ccc3[nH]ncc3c2)CC1 (stereo not given)	-19	-16%	?	-0.1	-15%	-23%	0%[57.1 µM]	-5%
OCCN1CCN(c2ncnc3c2sc2nc(N4CCOCC4)c4c(c23)CCC4)CC1	/	-31%[inhibitor]	11%	-3.0	-4%	-6%	-12%[57.1 µM]	-10%
COC(=O)[C@@H](NC(=O)N1CCN(C(=O)C2COc3ccccc3O2)CC1)C(C)C (stereo not given in full)	0	13%	-4%	-1.5	5%	-3%	4%	5%
COc1ccc(C2=CSC3=NCCN23)cc1OC	0	-2%	-14%	0.3	-5%	1%	-4%	6%
